# Assay outcomes: PubChem BioAssay, several laboratories
# hERG rescue: hERG (human) protection from proarrhythmic block; Q12809; CHO-hERG, FluxOR thallium flux, dofetilide IC70 present; activation (rescue from dofetilide block), less the hit threshold, % at 10 µM; 310,000 tested, 0.51% active;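 active = activation above the mean of controls blocked by dofetilide plus 5 SD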;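 note: thallium influx through hERG after potassium depolarization seen as dye fluorescence rise; in these data hits start at about 4.7%; inactives centre near -7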
# KCNQ1 pot: human KCNQ1 channel potentiation or activation; AID 2648; CHO-K1 KCNQ1, thallium flux FluxOR fluorescence; active compounds read high; B-score at 10 µM; P51787; 310,000 tested, 0.35% active;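 active = fluorescence ratio B-score, a plate-corrected score, at least three library SD, with initial intensity B-score within 5 SD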
#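 Medium – assay buffer, equal DMSO in all wells · Material – CHO-K1 cell line with stable KCNQ1 potassium channel expression · Signal – kinetic FluxOR thallium fluorescence, 10-s 1-Hz baseline, 110-s post-stimulus read · Compound – single concentration per compound, DMSO matched to controls · Schedule – 37 °C overnight plating, 90-min dark dye load, 20-min compound pretreatment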
# KCNK3 inh: human KCNK3 channel inhibition, primary screen | CHO-KCNK3 thallium flux, FluxOR fluorescence; active compounds read low | 340,000 tested, 0.84% active | AID 602410 | B-score at 10 µM | O14649;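 active = B-score under library mean minus 4 SD, starting fluorescence ratio at most library mean plus 5 SD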;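 note: more negative B-score means stronger inhibition of thallium flux through KCNK3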
# Target sequence (O14649 whole entry, looked up): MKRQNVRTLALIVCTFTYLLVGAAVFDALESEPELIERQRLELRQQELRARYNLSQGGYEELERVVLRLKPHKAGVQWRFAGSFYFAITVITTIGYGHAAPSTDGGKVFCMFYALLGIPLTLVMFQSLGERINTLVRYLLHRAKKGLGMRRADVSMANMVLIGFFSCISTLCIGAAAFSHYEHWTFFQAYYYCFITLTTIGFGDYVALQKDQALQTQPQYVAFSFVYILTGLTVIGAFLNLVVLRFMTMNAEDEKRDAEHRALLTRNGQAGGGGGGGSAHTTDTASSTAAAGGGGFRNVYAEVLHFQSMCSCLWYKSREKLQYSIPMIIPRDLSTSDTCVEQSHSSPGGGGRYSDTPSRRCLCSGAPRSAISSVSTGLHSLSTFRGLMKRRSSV
# GSK3beta inhib: inhibitors of human GSK3beta kinase. GST-GSK3beta kinase, ADP-Glo luminescence, 60 min; active compounds read low. activity score (negative = inhibition), % at 10 µM. 300,000 tested, 0.038% active. P49841;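 active = more than half of replicate wells score below -50%, meaning over 50% inhibition versus plate controls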;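 note: 0% = median DMSO wells and -100% = median GW8510 positive control wells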
#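 Assay system: GST-tagged human GSK3beta kinase, cell-free; Input: 1.6 ng GSK3beta; Medium: Tris/MgCl2 kinase buffer; Timing: 60 min enzyme reaction, room temperature; Signal: ADP-Glo luminescence quantifying ADP generated by kinase; Evaluation: score relative to plate controls; Benchmarks: DMSO neutral wells and GW8510 at 20 µM as positive.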
# PolyA inh: blocks polyadenylation in yeast reporter cells | 300,000 tested, 0.02% active | calls only at 12 µM | S. cerevisiae SKY197-pL101 polyadenylation reporter, beta-gal luminescence; efflux-impaired pdr1/pdr3 knockout yeast; score 100 = 6 SD above DMSO;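 active = lowest replicate activity score at least 50, where 100 means six control SD above control mean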;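 note: yeast exposed to compound for 9 h at 30 °C; higher score means more reporter readthrough which indicates perturbed polyadenylation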
# KCNQ1 block: blocks the human KCNQ1 potassium channel | AID 2642 | 310,000 tested, 1.3% active | B-score at 10 µM | CHO-K1 KCNQ1, FluxOR thallium flux fluorescence; active compounds read high | P51787;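 active = compounds whose thallium flux B-score, printed positive for inhibition, exceeds three library SD while starting fluorescence stays within three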;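 note: channel opened by potassium depolarization with thallium stimulus after 20 min compound exposure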
# Dyrk1A ADPGlo: inhibitors of rat Dyrk1A kinase | Q63470 | ADP-Glo luminescence, NFATc1 peptide | 310,000 tested, 0.43% active | inhibition, % at 12.5 µM; in the data active = inhibition above about 50%;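 note: plate controls were vehicle with enzyme for no effect and no enzyme for full effect; many of its hits are not listed in these tables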
# RGS4 pot: potentiators or activators of RGS4; B-score at 10 µM; HEK293 M3R/inducible RGS4, carbachol calcium flux Fluo4; active compounds read low; 310,000 tested, 0.92% active;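 active = B-score of the integrated calcium signal more than 4 SD below the library mean, with starting fluorescence not abnormally high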;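 note: negative B-score means reduced calcium response which marks RGS4 activation or potentiation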
#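 test system = HEK293 cells with stable M3R and inducible RGS4 | schedule = recording 10 s baseline at 1 Hz, 100 s post-agonist | technique = Fluo4-AM (2 µM) calcium-flux fluorescence, kinetic read | measure = Agonist-evoked peak-minus-minimum fluorescence over baseline, integrated ratio, B score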
# RGS4 inh: inhibitors of human RGS4; HEK293 M3R/RGS4 inducible, Fluo-4 calcium flux; active compounds read high; triggered by carbachol at its EC20; B-score at 10 µM; 310,000 tested, 0.45% active; AID 463165;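 active = B-score, a plate-corrected calcium signal, over three deviations above library mean, with baseline fluorescence within five deviations of library mean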;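 note: RGS4 expression induced by doxycycline in cells with stable M3 receptor; B-score is computed from the integrated fluorescence ratio over baseline after carbachol; higher B-score means a larger calcium signal and so more RGS4 inhibition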
# Target sequence (P49798 whole entry, looked up): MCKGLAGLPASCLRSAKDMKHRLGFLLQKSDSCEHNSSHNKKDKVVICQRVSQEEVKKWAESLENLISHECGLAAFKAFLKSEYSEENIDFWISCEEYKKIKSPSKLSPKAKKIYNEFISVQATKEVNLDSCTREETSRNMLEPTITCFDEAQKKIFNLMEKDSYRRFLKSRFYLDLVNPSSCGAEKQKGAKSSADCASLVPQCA
# GSK3A inh: blocks human GSK-3 alpha kinase; ADP-Glo luminescence, 60 min; inhibition, % at 10 µM; 320,000 tested, 0.1% active; AID 2650;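 in the data active = inhibition above about 50%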;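 note: GST-tagged GSK-3 alpha with peptide substrate and 25 µM ATP; 0% = DMSO neutral wells and 100% = GW8510 positive control wells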
# KCNK9 block: inhibitors of human KCNK9 two-pore domain potassium channel. 310,000 tested, 1.2% active. Q9NPC2. B-score at 10 µM. HEK293 KCNK9, FluxOR thallium flux fluorescence; active compounds read low;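 active = ratio B-score over 3 SD below the library mean, with starting fluorescence within 5 SD of its mean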;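 note: negative B-score means less thallium flux so channel inhibition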
# Target sequence (Q9NPC2 whole entry, looked up, the tested form may be a part): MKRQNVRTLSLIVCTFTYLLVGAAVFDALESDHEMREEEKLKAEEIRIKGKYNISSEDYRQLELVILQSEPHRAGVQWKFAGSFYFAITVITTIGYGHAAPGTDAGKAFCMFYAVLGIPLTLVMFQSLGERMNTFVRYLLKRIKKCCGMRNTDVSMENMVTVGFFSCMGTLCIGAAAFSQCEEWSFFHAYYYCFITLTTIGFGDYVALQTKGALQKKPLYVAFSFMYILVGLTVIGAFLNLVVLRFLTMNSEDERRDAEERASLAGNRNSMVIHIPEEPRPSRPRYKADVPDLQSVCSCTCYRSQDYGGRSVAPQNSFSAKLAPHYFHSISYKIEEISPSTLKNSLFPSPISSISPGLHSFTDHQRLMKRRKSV
# Numbers without * were called inactive; i = inactive; x = not tested or not shown.
# Values run as follows: GSK3beta inhib | GSK3A inh | KCNQ1 pot | PolyA inh | KCNK9 block | RGS4 inh | KCNK3 inh | Dyrk1A ADPGlo | RGS4 pot | KCNQ1 block | hERG rescue
O=C(Nc1ccccc1)C1COc2ccccc2O1 (stereo not drawn)
  3 | -3 | i | i | i | i | i | 3 | i | i | -7
CCn1cc(C(=O)NCCCN2CCCC(C)C2)c(=O)c2cc(S(=O)(=O)N(C)C3CCCCC3)ccc21 (stereo not drawn)
  -1 | -1 | i | i | i | i | i | -1 | i | i | -14
COC(=O)C1Cc2c([nH]c3ccccc23)CN1C(C)=O (stereo not drawn)
  3 | 0 | i | i | i | i | i | -2 | i | i | -4
O=C(CSc1nnc2scc(-c3ccccc3)n12)c1ccc2c(c1)OCCO2
  3 | -3 | i | i | i | i | i | 5 | i | i | -6
CCOc1ccc(/C=N/NC(=O)c2cc3ccccc3cc2OC)cc1
  -1 | -4 | i | i | i | i | i | -1 | i | i | -9
COc1ccc(Nc2ncnc3sc(C)cc23)c(OC)c1
  -4 | -1 | i | i | i | i | i | x | i | i | -3
CCOc1ccc(CC(=N)C2=C(O)CC(C)(C)CC2=O)cc1OCC
  0 | x | i | i | i | i | i | 1 | i | i | -2
Cc1cc(NC(=O)CSc2nnc(COc3cccc(C)c3C)n2Cc2ccco2)no1
  2 | 1 | i | i | i | i | i | 12 | i | i | -2
CN(C)c1ncc(S(=O)(=O)c2ccccc2)c(-c2ccc(Cl)cc2Cl)n1
  -1 | 0 | i | i | i | i | i | 0 | i | i | -14
COc1ccc(CC(=O)NC(CC(=O)O)c2ccc(OC)cc2)cc1 (stereo not drawn)
  3 | -3 | i | i | i | i | i | 1 | i | i | 0
Cc1cccc(C)c1NC(=O)CCCN1C(=O)C(c2ccccc2)Oc2cccnc21 (stereo not drawn)
  -6 | 1 | i | i | i | i | i | -7 | i | i | -8
CCOC(=O)C1CCCN(C(=O)/C=C/c2ccc(Cl)cc2)C1 (stereo not drawn)
  0 | -2 | i | i | i | i | i | 5 | i | i | -11
Cc1ccc(OCC(=O)Nc2ccc3c(c2)nc2n3CCOC2)cc1
  3 | 2 | i | i | i | i | i | -1 | i | i | 0
Cc1ccc(NC(=O)CSc2nc(C)c(Cc3ccccc3)c(=O)[nH]2)cc1C
  -4 | 0 | i | i | i | i | i | 1 | i | i | -6
O=C(O)CCC(=O)/C=C/c1ccccc1
  -2 | -3 | i | i | i | i | i | 1 | i | i | 1
COc1ccc(N2CCN(C(=S)Nc3ccc(F)cc3)CC2)cc1
  -2 | 1 | i | i | i | i | i | x | i | i | -8
CC(=O)Nc1ccc2c(c1)ncn2-c1ccc(C)cc1
  1 | 0 | i | x | i | i | i | -5 | i | i | -8
O=C(/C=C/c1ccc(Br)o1)NC(c1ccccc1)c1ccccc1
  -5 | 0 | i | i | i | i | i | -5 | i | i | -14
O=C(COC(=O)c1cn(-c2ccccc2)nc1-c1ccccc1)Nc1ncc(Cl)cc1Cl
  3 | 0 | i | i | i | i | i | -2 | i | i | -9
CCc1n[nH]c(=S)n1/N=C/c1c(C)nn(-c2ccccc2)c1Cl
  2 | -6 | i | i | i | i | i | x | i | i | -13
Cc1[nH]c(=O)[nH]c(=O)c1S(=O)(=O)NCCOC12CC3CC(CC(C3)C1)C2
  2 | 1 | i | i | i | i | i | -3 | i | i | -10
Nc1nn(-c2cccc(F)n2)cc1-c1ccccc1
  0 | x | i | i | i | i | i | 0 | i | i | -10
Cc1cc(C)cc(OCC(=O)Nc2ccc3c4c(cccc24)CC3)c1
  0 | -4 | i | i | i | i | i | -1 | i | i | -8
Cc1csc(SCC(=O)Nc2ccccc2[N+](=O)[O-])n1
  -1 | 1 | i | i | i | i | i | -3 | i | i | -12
COc1ccc(Cn2c(O)c(C=Nc3ccc(O)cc3)c3ccccc3c2=O)cc1
  2 | 0 | i | i | i | i | i | -3 | i | i | -14
O=C(NCCn1c(-c2ccncc2)nc2ccccc21)[C@H]1CCCN1c1nc(CN2CCCCC2)cs1
  0 | -1 | i | i | i | i | i | 6 | i | i | -6
O=C(Nc1cccc(Cl)c1)c1ccc(S(=O)(=O)NCC2CCCO2)cc1 (stereo not drawn)
  -1 | 1 | i | i | i | i | i | -9 | i | i | -4
Clc1cccc(Cl)c1Cn1ccc(C2CC2)n1
  3 | -6 | i | i | i | i | i | x | i | i | -11
COc1ccc(CCN2CC(C(=O)Nc3cc(F)ccc3F)CC2=O)cc1OC (stereo not drawn)
  -1 | 2 | i | i | i | i | i | -8 | i | i | -17
Cc1cccc(Cl)c1OCCCCn1ccnc1
  1 | 5 | i | i | i | i | i | 56* | i | i | -8
S=C(NCCCNC(=S)Nc1ccccc1)Nc1ccccc1
  -3 | 1 | i | i | i | i | i | -8 | i | i | -4
COc1ccc(N(C(=O)CNC(=O)c2ccco2)C(C(=O)NC2CCCC2)c2cccnc2)cc1 (stereo not drawn)
  4 | 6 | i | i | i | i | i | 1 | i | i | -8
O=c1c(-c2ccccc2)coc2cc(O)ccc12
  -3 | 10 | i | i | i | i | i | 44 | i | i | -9
COc1ccc(CC(C)N2CCN(c3cccc(C(F)(F)F)c3)CC2)cc1OC (stereo not drawn)
  2 | -1 | i | i | i | i | i | x | i | i | -5
CC1(C)Oc2ccc3ccc(=O)oc3c2/C(=C/NCCN/C=C2\C(=O)C(C)(C)Oc3ccc4ccc(=O)oc4c32)C1=O
  3 | x | i | i | i | i | x | x | i | i | -7
CCC1CCCCN1CCCNC(=O)c1ccc2c(c1)N(Cc1ccc(F)cc1)C(=O)c1ccccc1S2=O (stereo not drawn)
  -2 | 0 | i | i | i | i | i | 2 | -8.4* | i | -9
CCc1nc(Cl)c(C#N)c2c1CSC(C)(C)C2
  -1 | -1 | i | i | i | i | i | -3 | i | i | -2
Cc1nnc(SCC(=O)N2CCC(Cc3ccccc3)CC2)n(N)c1=O
  3 | 0 | i | i | i | i | i | 0 | i | i | -8
CCc1ccc2[nH]c3nc(SCC(=O)NCC4CCCO4)nnc3c2c1 (stereo not drawn)
  -1 | x | i | i | i | i | i | 0 | i | i | -8
CCOC(=O)CC1COCCN1C(=O)c1cc(COc2ccc(F)cc2Cl)on1 (stereo not drawn)
  1 | 7 | i | i | i | i | i | -6 | i | i | -13
COC(=O)CCC(=O)N1CCCC(CO)(Cc2ccccc2F)C1 (stereo not drawn)
  2 | -1 | i | i | i | i | i | 15 | i | i | -4
CCN(CC)C(=O)CSc1nc2sc(C)c(C)c2c(=O)[nH]1
  -3 | -1 | i | i | i | i | i | 10 | i | i | -8
N/C(=N\OC(=O)c1ccc(Cl)cc1Cl)c1ccncc1
  1 | -1 | i | i | i | i | i | 3 | i | i | -6
Cc1ccc(Nc2nc(N)nc(CCl)n2)c(C)c1
  1 | 0 | i | i | i | i | i | x | i | i | -3
COc1cccc(N2CCN(C3CC(=O)N(c4cccc(Cl)c4)C3=O)CC2)c1 (stereo not drawn)
  0 | 4 | i | i | i | i | i | -8 | i | i | -7
O=C(Cc1ccccc1[N+](=O)[O-])N1CCc2ccccc2C1
  -2 | 0 | i | i | i | i | i | 0 | i | i | -7
Cc1ccc(C(=O)O/N=C2\CC3CCC2(C)C3(C)C)cc1 (stereo not drawn)
  2 | 1 | i | i | i | i | i | -17 | i | i | -20
COC(=O)c1ccc(CSc2nc(-c3ccco3)cc(C(F)(F)F)n2)o1
  2 | 0 | i | i | -11* | i | i | 5 | i | i | -9
C=CCC(C(=O)NC(C)c1ccccc1)C(=O)NC(C)c1ccccc1 (stereo not drawn)
  0 | -1 | i | i | i | i | i | -3 | i | i | -7
COc1ccc(N2C(=O)CC(NNC(=O)c3ccco3)C2=O)cc1 (stereo not drawn)
  3 | 1 | i | i | i | i | i | x | i | i | -12

# Carrying on:
# Values run as follows: GSK3beta inhib | GSK3A inh | KCNQ1 pot | PolyA inh | KCNK9 block | RGS4 inh | KCNK3 inh | Dyrk1A ADPGlo | RGS4 pot | KCNQ1 block | hERG rescue
Cc1cccc(NC(=O)c2ccc(S(=O)(=O)N(C)C)cc2)n1
  1 | -2 | i | i | i | i | i | 6 | i | i | -7
C=CCNC(=O)C1CCN(S(C)(=O)=O)CC1
  1 | 0 | i | i | i | i | i | -3 | i | i | -5
O=S(=O)(NCc1csc(-c2cccnc2)n1)c1ccc(Cl)s1
  -4 | 4 | i | i | i | i | i | 1 | i | i | -10
OC(COc1ccc(F)cc1Cl)CN1CCc2ccccc2C1 (stereo not drawn)
  1 | -3 | i | i | i | i | i | -2 | i | i | -13
Cc1cc(=O)cc(C)n1-c1ccccc1N1CCOCC1
  -2 | -3 | i | i | i | i | i | 0 | i | i | -12
O=C(Nc1ccccc1C(=O)NCC1CCCO1)c1ccccc1 (stereo not drawn)
  0 | 0 | i | i | i | i | i | 3 | i | i | -5
Cc1ccc(Cn2c(=N)c(C(=O)NCC3CCCO3)cc3c(=O)n4cccc(C)c4nc32)cc1 (stereo not drawn)
  0 | 0 | i | i | i | i | i | -1 | i | i | -20
Cc1cc(C)c2c(CN3CCN(Cc4ccc5c(c4)OCO5)CC3)cc(=O)oc2c1
  4 | -3 | i | i | i | i | i | 3 | -8.7* | i | -21
CC1(C)CC(=O)C(/C=N/c2ncccc2C(=O)O)=C(O)C1
  -1 | -1 | i | i | i | i | i | 0 | i | i | -1
CCOc1ccc(/C=c2\sc3nc(-c4ccco4)nn3c2=O)cc1OCC
  1 | -2 | i | x | i | 6* | i | -2 | i | i | 1
COc1ccc(C(=O)Nc2nnc(-c3ccc(F)cc3)s2)c(OC)c1
  2 | x | i | i | i | i | i | 6 | i | i | 0
Cc1cc(C(=O)NC2CCCc3c2cnn3-c2ccc(C)c(C)c2)no1 (stereo not drawn)
  1 | -3 | i | i | i | i | i | -3 | i | i | -10
CCOc1ccc(N(CC(=O)Nc2cccnc2)S(C)(=O)=O)cc1
  0 | 0 | i | i | i | i | i | -5 | i | i | -10
Cc1cccc(NC(=O)CCCn2cc([N+](=O)[O-])cn2)n1
  1 | 3 | i | i | i | i | i | 2 | i | i | 0
Cc1cccc(-n2c(C)cc(/C=N\NC(=O)c3ccco3)c2C)c1
  4 | x | i | i | i | i | i | 7 | i | i | -15
O=C(NCC(=O)N1CCCC1C(=O)O)OC1CCCCC1 (stereo not drawn)
  3 | 0 | i | i | i | i | i | -3 | i | i | -8

# An excerpt; rates above refer to the full screens.
